# NS5 inhibitors – Dengue-2 NS5 methyltransferase inhibitors, primary screen, biochemical, confirmation dose response (AID 588689). Genome polyprotein (Dengue virus type 2 (strain 16681-PDK53)). Dengue-2 NS5 methyltransferase capping enzyme assay, biochemical; higher % means a stronger effect. one-dose inhibition, % at 25 µM; IC50 in µM for titrated hits. hit rate 0.3% among 340,000; in the data active means a potency from the dose series; inconclusive means inhibition above about 29% without an active follow-up result
# NTR1 agonist – agonists of NTR1, primary screen, imaging, U2OS cells, beta-arrestin-GFP, high content (AID 493036). activation, % at 20 µM. hit rate 0.17% among 330,000. NTR1-U2OS beta-arrestin-GFP spot imaging, agonist mode. Neurotensin receptor type 1 (Homo sapiens), P30989;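 active means activation at or above 40% of the spot to cytoplasm intensity ratio, with at least 20 cells analyzed; inconclusive means wells under 20 cells, flagged as cytotoxic or low count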;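 further: 0% = DMSO without peptide and 100% = 100 nM NTR1 peptide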
# Target sequence (P30989 whole entry, looked up): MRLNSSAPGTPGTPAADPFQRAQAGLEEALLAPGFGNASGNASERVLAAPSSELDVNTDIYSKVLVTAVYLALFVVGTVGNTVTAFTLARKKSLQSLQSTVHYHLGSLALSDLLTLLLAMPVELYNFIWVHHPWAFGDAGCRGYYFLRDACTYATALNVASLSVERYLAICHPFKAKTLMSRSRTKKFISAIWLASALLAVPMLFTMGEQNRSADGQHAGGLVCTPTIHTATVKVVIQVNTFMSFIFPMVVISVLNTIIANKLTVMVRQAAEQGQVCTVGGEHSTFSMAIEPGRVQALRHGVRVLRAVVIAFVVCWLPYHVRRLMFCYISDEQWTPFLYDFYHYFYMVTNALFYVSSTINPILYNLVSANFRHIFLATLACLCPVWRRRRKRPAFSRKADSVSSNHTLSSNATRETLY
# UTI89 phage lysis – inhibition of K1F phage lysis, E. coli UTI89, bacterial capsule biogenesis inhibitors, alamar blue (AID 488966). hit rate 0.02% among 340,000. one-dose inhibition, % at 100 µM; IC50 in µM for titrated hits. E. coli UTI89 K1F phage lysis, alamar blue, 2 h; higher % means a stronger effect;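 active means phage lysis inhibition, versus mean bacterial control, above a set limit; inconclusive means no clear call, values can overlap the other calls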;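 further: capsule biogenesis inhibitors block K1F phage lysis so surviving cells raise fluorescence; higher fluorescence means more inhibition of phage lysis; actives were called in the ten point dose series up to 300 µM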
# AID2073 – inhibitors of Mint1-CaV2.2 protein interaction, biochemical, HTRF (AID 2073); HTRF protein-protein interaction, Mint1-CaV2.2; higher % means a stronger effect; hit rate 0.19% among 290,000; inhibition, % at 20 µM, or IC50 in µM where a hit was titrated; in the data active means inhibition mostly above about 51%, no sharp cut-off; inconclusive means no clear call, values can overlap the other calls; inactive means mostly below about 53%; further: some results filed as inactive read as strong as hits
# Siah-1 displacement – Siah-1 peptide-binding antagonists, primary screen, biochemical, fluorescence polarization, rhodamine-plectin, uHTS (AID 1817); E3 ubiquitin-protein ligase SIAH1 (Homo sapiens); Siah-1 / rhodamine-plectin peptide fluorescence polarization; higher % means a stronger effect; one-dose displacement, % at 20 µM; IC50 in µM for titrated hits; hit rate 0.02% among 290,000;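 active means displacement of at least 50% at 20 µM, with a fluorescence ratio check between 0.3 and a set limit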;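 further: plate controls were Siah plus tracer with DMSO for no effect and tracer alone without Siah for full effect; strong numbers were not always called active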
# RSV antiviral HEp-2 – RSV antiviral activity via CPE protection, HEp-2 cells, primary 10 µM value included (AID 2391); HEp-2 cells, RSV-induced CPE inhibition; higher % means a stronger effect; one-dose CPE inhibition, % at 10 µM; IC50 in µM for titrated hits; hit rate 0.13% among 310,000; in the data active means a potency from the dose series; inconclusive means CPE inhibition mostly from about 23% at the one dose, without a potency; inactive means the rest, 99 in 100 with CPE inhibition below about 21%; further: strong numbers were not always called active
# SV40 large T antigen – SV40 large T antigen inhibitors, biochemical (AID 1903). hit rate 0.39% among 310,000. inhibition, % at 20 µM; hits with a dose series show IC50 in µM. SV40 large T antigen ATPase/helicase inhibition assay; higher % means a stronger effect; in the data active means a potency from the dose series; inconclusive means inhibition mostly from about 32% at the one dose, without a potency; inactive means the rest, 99 in 100 with inhibition below about 32%; further: strong numbers were not always called active
# West Nile antiviral – West Nile virus antiviral activity, cell-based, CPE readout (AID 1621). CPE inhibition, % at 10 µM; hits with a dose series show IC50 in µM. West Nile virus-infected cells, CPE inhibition; higher % means a stronger effect. hit rate 0.02% among 290,000; in the data active means a potency from the dose series; inconclusive means CPE inhibition mostly from about 3.7% at the one dose, without a potency; inactive means the rest, 99 in 100 with CPE inhibition below about 2.2%; further: strong numbers were not always called active
# Rac1 GTP hydrolysis – MgcRacGAP GTPase-activating activity inhibitors, confirmation, biochemical, ADP Hunter fluorescence. hit rate 0.6% among 340,000. MgcRacGAP-stimulated Rac1 GTP hydrolysis, ADP Hunter fluorescence; higher % means a stronger effect; GST-tagged Rac1 F28L mutant substrate. inhibition, % at 30 µM; hits with a dose series show IC50 in µM. Rac GTPase-activating protein 1 (Homo sapiens). AID 624330, 2012;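 active means first-screen hits whose inhibition reached a set limit at any dose in the follow-up dose series; inconclusive means inhibition above the set first-screen limit but never retested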;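 further: fluorescence reports GDP produced by GAP-driven GTP hydrolysis; strong numbers were not always called active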
# NTR1 agonist cell count 20 µM – further read-out of NTR1 agonist, marked with its call; cell count; measured here: cell count, cytotoxicity flag
# NS5 inhibitors pilot replicate – recorded beside NS5 inhibitors, whose call it bears; inhibition, %; measured here: pilot screen replicate inhibition
# Numbers without * were called inactive; ? = inconclusive; nt = not tested or not shown; [ ] = dose if it differs, or a comment.
SMILES,NS5 inhibitors,NTR1 agonist,NTR1 agonist cell count 20 µM,UTI89 phage lysis,AID2073,Siah-1 displacement,RSV antiviral HEp-2,SV40 large T antigen,West Nile antiviral,Rac1 GTP hydrolysis,others
CC(Cl)C(=O)Nc1ccccc1C#N (stereo not drawn),1%,-0.1,41,0.1%,-2%,5%,0.8%,-3%,0.1%,5%,
COc1ccccc1NC(=S)NC(=O)CCCOc1ccc(Cl)cc1Cl,-4%,13,50,0.4%,-10%,-4%,0.2%,6%,-0.1%,8%,
COc1ccccc1C1C(C(=O)c2cc3ccccc3o2)=C(O)C(=O)N1CCN(C)C (stereo not drawn),-3%,1.9,39,0.6%,-7%,-7%,0.5%,19%,-0.1%,6%,
O=C(c1ccco1)[C@@H]1[C@@H]2C(=O)N(c3ccc(Br)cc3)C(=O)[C@@H]2C2c3ccccc3C=CN21 (stereo partly drawn),27%,nt,nt,0.1%,4%,3%,nt,nt,0.1%,10%,
CNC(=O)C(=O)NCC1OCCN1S(=O)(=O)c1ccc(OC)c(OC)c1 (stereo not drawn),-1%,0.1,75,0.1%,15%,3%,1.0%,17%,-0.4%,4%,
Cn1c(=O)n(CCc2ccccc2)c(=O)c2c1nc1n2CCN1Cc1ccco1,-2%,1.5,77,-0.1%,-4%,6%,2.2%,13%,-0.8%,6%,
CN(Cc1ccccc1)C(=O)CN1C(=O)C2C3C=CC(C3)C2C1=O (stereo not drawn),2%,0.2,61,5.3%,4%,2%,-0.2%,5%,-0.1%,17%,
Cc1cccc(-c2oc3ccc(-c4ccc5c(c4)OCO5)cc3c2C(=O)OCc2ccc(O)cc2)c1,0%,24,55,0.2%,?,-1%,0.0%,4%,2.6%,2%,
CSc1cccc(NC(=O)c2ccccn2)c1,nt,0.0,22,nt,8%,3%,0.9%,2%,-0.2%,nt,
CN(C(=O)c1ccc(NC(=O)Cc2cccc([N+](=O)[O-])c2)cc1)C1CC1,-6%,-2.0,49,2.8%,nt,nt,0.7%,nt,nt,-3%,
Cc1cc(-c2onc(C)c2C(N)=O)no1,-1%,-0.5,50,0.7%,10%,1%,0.9%,7%,0.2%,6%,
COc1ccc(C(=O)N2CCN(c3cccc(Cl)c3)CC2)cc1,-1%,4.0,55,4.6%,-1%,5%,2.2%,20%,-0.9%,5%,
COc1ccc(CN(C)C(C)C(=O)N(C)CC(=O)Nc2ccc(C)cc2)cc1F (stereo not drawn),-6%,-0.2,98,0.7%[50 µM],nt,nt,0.3%,nt,nt,2%,
CC(/C=C1\SC(=S)N(C(C(=O)O)c2ccccc2)C1=O)=C\c1ccccc1 (stereo not drawn),39µM*,1.3,72,-2.6%[50 µM],0%,10%,4.3%,27%,0.8%,18%,
COc1ccc(-c2ccc(OC)c([C@H]3[C@H]4C=CC[C@@H](C)[C@@H]4C(=O)N3Cc3ccccc3)c2)cc1C,-5%,-1.5,68,1.6%,3%,12%,8.9%,-1%,-0.8%,16%,
COC(=O)[C@]1(Cc2ccccc2)N[C@H](CN(C)C(=O)COc2ccccc2)[C@@H]2C(=O)N(C)C(=O)[C@@H]21,-4%,1.9,98,0.1%,nt,nt,nt,nt,nt,2%,NS5 inhibitors pilot replicate=-5.1
O=C(CSc1nnc(-c2ccco2)o1)c1ccc[nH]1,4%,-0.4,82,0.6%,60%,24%,-1.5%,14%,0.2%,10%,
O=C(N/N=C/c1oc(O)c2ccccc12)c1ccccc1,-1%,0.0,87,0.2%,8%,-3%,3.1%,1%,0.7%,7%,
Nc1nc(SCC(=O)Nc2ccc3c(c2)OCO3)n[nH]1,0%,1.5,62,0.2%,2%,-5%,-1.4%,0%,0.0%,3%,
O=C(CN1CCCCCC1=O)N1CCN(S(=O)(=O)c2cccs2)CC1,0%,1.4,80,-0.2%,14%,1%,1.3%,6%,0.3%,13%,
COc1ccc(OC)c(NC(=O)c2cccnc2Sc2ccccc2)c1,-3%,0.5,78,4.4%,-2%,4%,1.1%,-4%,0.2%,0%,
C/C(=N\NC(=O)c1ccccc1)c1ccc(N2CCOCC2)cc1,-4%,0.2,55,-1.1%,4%,-4%,1.3%,18%,-0.2%,4%,
Cc1cc(C(F)(F)F)c(C#N)c(SCC(=O)Nc2nc3cc(Br)ccc3s2)n1,-13%,10,68,0.1%,-20%,-4%,6.6%,12%,-1.1%,13%,
Cc1cccc(NC(=O)NNC(=O)c2sccc2-n2cccc2)c1,1%,-1.1,41,-0.2%,-9%,-4%,2.4%,11%,-0.2%,4%,
O=C(Nc1ccc(F)cc1)c1nc2c(nnn2Cc2cccc3ccccc23)c(=O)[nH]1,-12%,0.8,77,1.3%[50 µM],23%,42%,?,-4%,0.0%,0%,
# (next part)
SMILES,NS5 inhibitors,NTR1 agonist,NTR1 agonist cell count 20 µM,UTI89 phage lysis,AID2073,Siah-1 displacement,RSV antiviral HEp-2,SV40 large T antigen,West Nile antiviral,Rac1 GTP hydrolysis,others
Cc1ccc(S(=O)(=O)N2CCN=C2SCc2c(F)cccc2Cl)cc1,4%,6.6,48,0.8%[50 µM],14%,-5%,-0.4%,8%,-0.8%,8%,
COc1ccc(Cc2noc(CN(C)CCN3CCc4ccccc4C3)n2)cc1OC,2%,0.6,51,0.1%,-4%,-7%,0.2%,6%,-0.4%,11%,
COc1ccc2sc(N(CCN(C)C)C(=O)c3cc(Cl)sc3Cl)nc2c1,-1%,0.7,54,0.4%,-5%,-10%,0.2%,17%,-0.1%,13%,
CCCOc1ccc(C(=O)OCC(=O)c2c(N)n(C)c(=O)n(C)c2=O)cc1OC,-2%,0.0,45,0.3%,-5%,1%,0.3%,4%,-0.2%,5%,
CC(=O)c1oc2ccccc2c1NC(=O)COC(=O)c1ccc(-n2nc(C)cc2C)cc1,2%,7.1,85,0.3%,0%,11%,-0.1%,nt,nt,5%,
COc1cc(OC)c(NC(=O)CC(C)=O)cc1Cl,-4%,0.5,27,5.4%,1%,-6%,3.7%,4%,-0.4%,6%,
Cc1cc(NC(=O)COC(=O)COc2ccc(C(=O)c3ccccc3)cc2)no1,-8%,0.1,57,1.0%,0%,-1%,1.3%,0%,0.3%,7%,
CCOC(=O)c1ccc(Oc2cn[nH]c2-c2ccc(O)cc2O)cc1,-6%,6.9,47,0.0%,2%,0%,3.2%,17%,-0.7%,22%,
CCn1cc(Cl)c(C(=O)Nc2cccc(C(F)(F)F)c2)n1,-2%,-1.4,56,0.7%,-8%,-7%,3.0%,4%,-0.7%,10%,
Cc1ccc(C(=O)NCc2ccccn2)cc1NC1=NC2CS(=O)(=O)CC2S1 (stereo not drawn),-1%,2.8,56,-2.0%,-7%,-5%,1.5%,-8%,-0.4%,4%,
O=C(/C=C/c1ccco1)NC(=S)Nc1ccccc1N1CCCC1,20%,1.8,80,0.3%,22%,-7%,9.3%,21%,-1.0%,6%,
O=C(CN1CCN(c2ccc(F)cc2)CC1)N1CCC(Cc2ccccc2)CC1,0%,-0.1,46,-0.4%,-8%,4%,5.7%,18%,-1.2%,18%,
Cc1ccc(NC2c3ccccc3C(=O)N2CCN2CCOCC2)cc1 (stereo not drawn),0%,2.8,65,-1.1%,-5%,-5%,1.0%,1%,-0.3%,7%,
Cc1c(C(=O)N/N=C/c2ccc(O)c(Br)c2)sc(N)c1C#N,-23%,nt,nt,0.2%[50 µM],9%,-2%,-0.4%,22%,-0.1%,97µM*,
CCN(CC)CCN1C(=O)C(=O)/C(=C(/O)c2c(C)[nH]c(C(=O)OC)c2C)C1c1ccc(C)o1 (stereo not drawn),0%,-1.6,51,-1.3%,-5%,-1%,nt,7%,0.8%,0%,
CCNC(=S)N1CCN(S(=O)(=O)c2ccccc2C(F)(F)F)CC1,-1%,5.8,61,0.3%,-4%,10%,12%,9%,-0.9%,5%,
CCc1cc2cc(OC)ccc2nc1SCC(=O)NNC(=O)c1ccco1,2%,2.8,88,0.0%,12%,4%,1.7%,1%,0.5%,12%,
O=C1CC(c2ccccc2)n2nc(NC(=O)c3ccccc3)nc2N1 (stereo not drawn),-1%,1.3,75,0.9%,13%,-1%,1.0%,8%,0.1%,4%,NS5 inhibitors pilot replicate=0.6
CCOC(=O)c1oc2ccccc2c1NC(=O)C1CCCCC1,-3%,2.5,57,-0.6%,-1%,3%,-0.4%,23%,0.3%,8%,
Cc1nnc(SCC(=O)NNC(=O)c2ccccc2)n1Cc1ccccc1,-6%,3.6,67,-1.1%,nt,nt,nt,nt,nt,-2%,
N/C(COc1ccc(Cl)cc1Cl)=N\O,2%,1.6,51,0.8%,3%,7%,8.6%,10%,-0.3%,7%,
O=c1[nH][nH]c(-c2ccccc2)c1C=Nc1ccc(Cl)cc1,3%,0.8,66,0.8%,21%,-2%,4.1%,7%,0.5%,6%,
CCOc1ccc2nc(NC(=O)CN3C(=O)NC4(CCCC4)C3=O)sc2c1,-4%,-0.4,59,0.7%[50 µM],nt,nt,0.9%,13%,nt,12%,
O=C(CN1CCC(n2nnc3cc(F)ccc32)CC1)NC1CCCCC1,-9%,-1.6,102,0.0%,-6%,-1%,1.1%,5%,-1.5%,9%,
Clc1ccccc1N1CCN(Cc2c[nH]c3ccccc23)CC1,4%,1.3,51,0.4%,nt,nt,0.1%,2%,nt,18%,

# Retrieved by structure from the entries so far:
SMILES,NS5 inhibitors,NTR1 agonist,NTR1 agonist cell count 20 µM,UTI89 phage lysis,AID2073,Siah-1 displacement,RSV antiviral HEp-2,SV40 large T antigen,West Nile antiviral,Rac1 GTP hydrolysis,others
C/C(=N\NC(=O)c1ccccc1)c1ccc(N2CCOCC2)cc1,-4%,0.2,55,-1.1%,4%,-4%,1.3%,18%,-0.2%,4%,
CCOC(=O)c1ccc(Oc2cn[nH]c2-c2ccc(O)cc2O)cc1,-6%,6.9,47,0.0%,2%,0%,3.2%,17%,-0.7%,22%,
COc1ccccc1C1C(C(=O)c2cc3ccccc3o2)=C(O)C(=O)N1CCN(C)C (stereo not drawn),-3%,1.9,39,0.6%,-7%,-7%,0.5%,19%,-0.1%,6%,
COc1ccc2sc(N(CCN(C)C)C(=O)c3cc(Cl)sc3Cl)nc2c1,-1%,0.7,54,0.4%,-5%,-10%,0.2%,17%,-0.1%,13%,
COc1ccc(CN(C)C(C)C(=O)N(C)CC(=O)Nc2ccc(C)cc2)cc1F (stereo not drawn),-6%,-0.2,98,0.7%[50 µM],nt,nt,0.3%,nt,nt,2%,
O=C(c1ccco1)[C@@H]1[C@@H]2C(=O)N(c3ccc(Br)cc3)C(=O)[C@@H]2C2c3ccccc3C=CN21 (stereo partly drawn),27%,nt,nt,0.1%,4%,3%,nt,nt,0.1%,10%,
